TEAD-YAP block: TEAD-YAP interaction inhibition; inhibition, % at 9.12 µM; 640,000 tested, 1.4% active; HEK-TIYL cells, TEAD-Gal4/YAP UAS-luciferase luminescence; in the data active = inhibition above about 32%;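 note: 0% = median of test compound wells and 100% = reference inhibitor wells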
FBW7 act: activators of human E3 ligase FBW7 | Q969H0 | AlphaScreen FBW7–phospho-cyclin E peptide binding, activator screen | normalized activity (activation), % at 26.1 µM | 650,000 tested, 0.13% active | AID 1259310; in the data active = normalized activity above about 1.9%;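 note: purified mutant Fbw7 with reduced substrate affinity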
Target sequence (Q969H0 whole entry, looked up): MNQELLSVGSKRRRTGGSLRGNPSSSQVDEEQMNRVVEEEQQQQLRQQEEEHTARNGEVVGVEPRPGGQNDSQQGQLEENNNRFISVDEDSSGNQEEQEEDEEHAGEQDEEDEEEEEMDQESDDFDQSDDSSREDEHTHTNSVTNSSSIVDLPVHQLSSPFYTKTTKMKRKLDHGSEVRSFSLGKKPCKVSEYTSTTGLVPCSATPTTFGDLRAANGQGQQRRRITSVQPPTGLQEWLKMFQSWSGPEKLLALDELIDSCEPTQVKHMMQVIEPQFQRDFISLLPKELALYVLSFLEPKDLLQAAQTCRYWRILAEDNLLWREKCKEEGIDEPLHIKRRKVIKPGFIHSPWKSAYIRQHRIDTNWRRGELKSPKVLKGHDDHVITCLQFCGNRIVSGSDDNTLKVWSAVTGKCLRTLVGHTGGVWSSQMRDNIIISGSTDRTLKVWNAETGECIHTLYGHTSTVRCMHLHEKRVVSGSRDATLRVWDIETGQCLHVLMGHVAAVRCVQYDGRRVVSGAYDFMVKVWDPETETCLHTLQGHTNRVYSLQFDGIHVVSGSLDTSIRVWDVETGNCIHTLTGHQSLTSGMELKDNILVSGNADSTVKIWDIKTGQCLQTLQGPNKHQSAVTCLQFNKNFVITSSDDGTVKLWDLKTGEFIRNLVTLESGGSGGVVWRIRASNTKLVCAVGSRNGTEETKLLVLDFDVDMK
GPR151 activ: activates the human receptor GPR151. PathHunter beta-arrestin GPR151 cells, luminescence. activation, % at 11.2 µM. 650,000 tested, 1% active. AID 1508602; in the data active = activation above about 4.9%;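 note: 0% = median of compound wells and 100% = cells with positive control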
Target sequence (Q8TDV0 whole entry, looked up): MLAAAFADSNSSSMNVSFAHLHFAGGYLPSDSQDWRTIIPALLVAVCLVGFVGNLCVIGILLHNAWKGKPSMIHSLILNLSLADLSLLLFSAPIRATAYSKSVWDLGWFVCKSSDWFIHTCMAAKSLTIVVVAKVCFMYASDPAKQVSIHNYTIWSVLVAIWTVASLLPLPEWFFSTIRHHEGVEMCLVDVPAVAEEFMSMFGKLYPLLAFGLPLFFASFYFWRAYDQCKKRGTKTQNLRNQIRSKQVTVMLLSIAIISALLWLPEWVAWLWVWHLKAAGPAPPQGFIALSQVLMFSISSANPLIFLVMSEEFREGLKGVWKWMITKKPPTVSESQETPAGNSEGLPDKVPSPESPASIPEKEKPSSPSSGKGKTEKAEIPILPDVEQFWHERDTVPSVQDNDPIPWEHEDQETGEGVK
MITF primary: inhibitors of human MITF | 650,000 tested, 0.91% active | AlphaScreen MITF homodimerization, bead proximity signal | AID 1259374 | O75030 | inhibition, % at 2.6 µM; in the data active = inhibition above about 50%;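 note: 0% = vehicle wells with protein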
* hit, by the source's call.

SMILES | TEAD-YAP block | FBW7 act | GPR151 activ | MITF primary
CC(C)CCNC(=O)CN(CC1CCCO1)C(=O)CCC(=O)Nc1ccccn1 (stereo not drawn) | -4 | 0.3 | -0.3 | -54
COc1ccc(CN2CCN(C3CCN(C(C)C)CC3)C(CCO)C2)c(F)c1 (stereo not drawn) | -4 | 0.1 | 0.3 | 20
CC(C)(C)NC(=O)COC(=O)c1ccc(-c2nc3ccccc3s2)s1 | -9 | -0.2 | -3.0 | 0
COc1ccc(Nc2nnc(C)c(=O)[nH]2)cc1 | 0 | 0.3 | 0.5 | 2
COc1ccc(CCNc2ncnc3c2c(-c2ccccc2)cn3-c2ccccc2)cc1OC | 6 | -0.2 | 2.4 | -2
O=C(CCNC(=O)Cn1cnc2ccccc2c1=O)NCC1CCCO1 (stereo not drawn) | -5 | 0.0 | 1.6 | -4
CC(=O)[C@H]1[C@H](c2cccs2)C(C#N)(C#N)[C@@H]2c3ccccc3C=CN21 | -13 | 0.0 | -0.2 | 9
Nc1ncc(-c2ccc(F)cc2F)nc1-c1ccc(C(=O)O)cc1 | -41 | -0.1 | 1.0 | 14
COc1ccc(OCCNC2CCCC(C)C2C)cc1 (stereo not drawn) | -3 | 0.0 | -0.1 | 26
Cc1ccc(C(=O)N/C(=C/c2ccc(N(C)C)cc2)C(=O)N2CCC(C)CC2)cc1 | -4 | 0.7 | -0.1 | 1
COc1ccc(/C=N/N=C2\NC(=O)C(CC(=O)O)S2)cc1OCc1ccccc1 (stereo not drawn) | 7 | -0.1 | 0.6 | 7
CCOC(=O)/C(N=Nc1c(Cl)cccc1Cl)=C(\C)O | 2 | 0.1 | -0.3 | 3
CCC(C)N1CCN(CC2CC3C=CC2C3)CC1 (stereo not drawn) | -8 | 0.1 | 0.3 | 73*
CC1CCCC(NC(=O)C2N(Cc3ccccc3)C(=O)C3C(C(=O)Nc4cccc(Cl)c4)C4C=CC32O4)C1C (stereo not drawn) | -9 | -0.2 | 0.0 | -7
c1ccc(COc2ccc(-c3ccc4c(c3)OCO4)cn2)nc1 | -40 | -0.1 | 4.5 | 5
CC(C)n1cnc2c(NCCN3CCOCC3)nc(Nc3ncccn3)nc21 | 4 | 0.3 | 0.0 | 19
Cc1ccc(-c2ccccc2NC(=O)Cn2nc3c4ccccc4nc(C(C)C)n3c2=O)o1 | 1 | 0.1 | -0.4 | 24
O=C(CN(Cc1ccco1)S(=O)(=O)c1ccccc1F)N1CCCCCC1 | 6 | -0.2 | 1.8 | 0
COc1ccc(NC(=O)c2sc3nc(-c4cccc([N+](=O)[O-])c4)cn3c2C)cc1OC | 0 | 0.5 | 0.7 | 6
COc1cc(C2C3=C(CC(C)(C)CC3=O)OC3=C2C(=O)CC(C)(C)C3)cc(I)c1OCc1ccc(Cl)cc1 | 13 | 0.7 | 1.1 | 10
COc1ccc(Cl)cc1N/N=C(\C#N)C(=O)Nc1ccc(C(=O)O)cc1 | -4 | -0.1 | -1.0 | 0
Cc1n[nH]c(C)c1CCC(=O)N/N=C\c1ccccc1Br | 12 | 0.2 | 1.1 | 4
CCSCCOC(=O)C1=C(C)NC(=O)NC1c1ccc(CC)cc1 (stereo not drawn) | -2 | 0.2 | -1.0 | 5
CNC(=O)CN1C(=O)CSc2ncccc21 | -13 | -0.1 | -0.7 | -2
Cc1ccc(S(=O)(=O)c2nnn3c2nc(NCc2cccs2)c2sccc23)cc1 | 1 | -0.1 | -0.5 | -1
CC1CCCN(c2ccc(C(=O)NCc3ccc(F)cc3)cc2[N+](=O)[O-])C1 (stereo not drawn) | 4 | -0.2 | -0.2 | 6
O=C(NCCCN1CCCC1=O)C1CCN(c2ccc(NC3CCN(Cc4ccccc4)CC3)nn2)CC1 | 2 | 0.1 | -2.0 | 18
Cn1c(=O)[nH]c(=O)c2c1[nH]c(=S)n2CCCc1ccccc1 | 3 | -0.2 | -0.4 | -3
CC(CCc1ccccc1)NC(=O)Cc1cc(=O)[nH]c(=O)[nH]1 (stereo not drawn) | -7 | -0.1 | -1.4 | 10
Cc1ccc(-n2c(=O)[nH]c3c(C(N)=O)nc(-c4ccc(F)c(F)c4)nc32)cc1 | 1 | 0.0 | 2.6 | 2

Four compounds from above, limited to FBW7 act:
SMILES	FBW7 act
Cc1n[nH]c(C)c1CCC(=O)N/N=C\c1ccccc1Br	0.2
CC1CCCN(c2ccc(C(=O)NCc3ccc(F)cc3)cc2[N+](=O)[O-])C1 (stereo not drawn)	-0.2
COc1ccc(NC(=O)c2sc3nc(-c4cccc([N+](=O)[O-])c4)cn3c2C)cc1OC	0.5
CNC(=O)CN1C(=O)CSc2ncccc21	-0.1

Some values from the entries so far:
GPR151 activ, Cn1c(=O)[nH]c(=O)c2c1[nH]c(=S)n2CCCc1ccccc1 : -0.4
TEAD-YAP block, COc1cc(C2C3=C(CC(C)(C)CC3=O)OC3=C2C(=O)CC(C)(C)C3)cc(I)c1OCc1ccc(Cl)cc1 : 13

(list continues)
SMILES | TEAD-YAP block | FBW7 act | GPR151 activ | MITF primary
Cc1ccccc1OCC(=O)Nc1c2c(nn1C(C)(C)C)CSC2 | -5 | 0.0 | -0.3 | 2
O=S(=O)(NCc1nnc2n1CCN(Cc1ccc3ccccc3c1)CC2)c1ccccc1 | 15 | 0.4 | 0.0 | 12
Clc1cccc(-c2cnnc(N3CCN(C4CCCC4)CC3)n2)c1 | 1 | 0.2 | 0.0 | 18
CC(C)(C)n1nc2c(c1NC(=O)c1ccccc1I)CS(=O)(=O)C2 | -21 | 0.1 | 2.0 | -5
COc1ccc(/C(C)=N/Nc2ncc(Cl)cc2Cl)c(OC)c1 | -4 | 0.3 | -1.8 | 4
CCN1CCN(CCOCCOc2ccccc2Br)CC1 | 4 | 0.0 | 1.2 | 56*
CCOC(=O)Cc1c(C)nc2cc(-c3ccc(Br)cc3)[nH]n2c1=O | -4 | -0.1 | 0.2 | 9
Cc1ccc(-n2c(SCc3cccc(C)c3)nc3[nH]ncc3c2=O)cc1 | 4 | 0.6 | 0.1 | 19
Cc1ccc2c(c1)c(=O)c1ccccc1n2CC(=O)N1CCN(c2ccccc2)CC1 | 14 | -0.1 | 0.0 | -3
O=C(CCNC(=O)c1ccccc1Cl)Nc1ccc(S(=O)(=O)N2CCCC2)cc1 | 11 | 0.1 | 1.0 | 9
O=C(CSCc1ccccc1)Nc1ccccc1F | -63 | 1.6 | 0.1 | 12
COc1cccc(-c2nc(COC(=O)c3nnn(-c4cccc(SC)c4)c3C)c(C)o2)c1OC | 3 | 0.0 | 3.0 | -10
O=C(CCCn1c(SCc2cc(=O)n3ccccc3n2)nc2ccsc2c1=O)NCc1ccc2c(c1)OCO2 | -10 | 0.0 | -0.2 | -7
CCN(CC)CCNC(=O)c1sc2ncnc(N3CCN(c4ccccc4F)CC3)c2c1C | -5 | -0.4 | -0.8 | 8
COc1ccc(CN2CCN(Cc3cccc4cnccc34)CC2CCO)c(C)c1C (stereo not drawn) | 10 | -0.1 | 0.6 | -13
O=C1C2C3C=CC(C4CC34)C2C(=O)N1c1ccccc1-c1ccccc1 (stereo not drawn) | 1 | 0.0 | -0.4 | 4
O=C(CN1CCSCC1)N/N=C/c1cccc(F)c1 | -14 | -0.1 | 0.6 | 32
CCOC(=O)C(CC)Oc1ccc2c(=O)c(Oc3ccccc3Cl)coc2c1 (stereo not drawn) | -24 | -0.2 | -0.6 | 2
CC1(C)OC(=O)C(=CN=C(N)Nc2nc3ccccc3o2)C(=O)O1 | -3 | 0.1 | 0.9 | 11
COc1ccc(N=Nc2c(C)n[nH]c2C)cc1 | -8 | -0.3 | 0.1 | 5
CCOC(=O)c1nc(NNC(C)=O)sc1C | 13 | -0.1 | 0.1 | -8
Cc1nc(-c2c(C(F)(F)F)noc2-c2ccc(O)cc2O)cs1 | -4 | -0.1 | 0.2 | -9
Cc1ccc2oc(-c3ccc(C)c(NC(=O)c4ccc(Br)cc4)c3)nc2c1 | 0 | -0.1 | 0.8 | -5
Cc1nc(N2CCN(C)CC2)c2c(C)c(C(=O)Nc3ccc(F)c(Cl)c3)sc2n1 | -5 | 1.5 | 0.8 | -4
COC(=O)c1ccc(C2C(C(=O)OC3CCCC3)=C(C)NC3=C2C(=O)CCC3)cc1 (stereo not drawn) | -10 | 0.1 | 0.4 | -5
OCCNC(=S)Nc1ccccc1 | -8 | 0.2 | -0.5 | 8
CCOC(=O)c1c(NC(=O)c2ccc(S(=O)(=O)N3CC(C)CC(C)C3)cc2)sc2c1CCN(C(C)=O)C2 (stereo not drawn) | 18 | 0.1 | 1.6 | -10
CCN(CC)c1ccc(NS(=O)(=O)c2cc(C(=O)O)ccc2OC)cc1 | -5 | -0.3 | -1.3 | 5
CCOC(=O)c1c(C=O)c(C)n(Cc2ccc(Cl)cc2)c1C | 5 | 0.2 | -0.1 | 12
O=C(/C=C/c1ccccc1)NNC(=O)c1cccc(Br)c1 | 4 | -0.1 | 0.8 | -7
CCOc1ccc(NC(=O)CN2CCN(CC(=O)Nc3cc(C)ccc3OC)CC2)cc1 | -3 | -0.1 | 1.5 | 5
COCCCNC(=O)c1nnc(Cc2ccc(Cl)cc2)o1 | -1 | 0.1 | -0.7 | 5
Cc1ccc(-c2nc(CN3C(=O)C(=O)N(C4CCCC4)C3=O)cs2)cc1 | 13 | 0.0 | 2.3 | 6
COc1ccc(C)cc1S(=O)(=O)N(C)c1ccc(Oc2ccc(C)nn2)cc1 | 23 | 0.0 | 0.3 | 3
CCOC(=O)c1cccc(NC(=O)c2cc(OC)c(OC)cc2[N+](=O)[O-])c1 | 2 | 0.0 | 0.3 | 5
CC(C)(C)NC(=O)N1CCN(c2cc(N3CCCC3)ncn2)CC1 | -4 | -0.1 | -1.1 | 6
COc1cccc(CNC(=O)CCC2CCCN(C(=O)C3=CC(=O)CC(C)(C)O3)C2)c1 (stereo not drawn) | -5 | -0.1 | -0.7 | -12
O=C(CN1C(=O)CCCc2ccccc21)N1CCOCC1 | -5 | 0.1 | 1.9 | 7
CSc1ccc(/C=C2\SC(=Nc3ccccc3)N(c3ccccc3)C2=O)cc1 | -17 | -0.1 | 2.1 | 9
CCCC(=O)Nc1ccc(NC(=O)COc2ccccc2)cc1 | -13 | 0.0 | 0.1 | -18
Cc1ccc([N+](=O)[O-])cc1Nc1ncccc1C(=O)O | 4 | 0.2 | 0.2 | 5
O=C1c2ccc([N+](=O)[O-])cc2C(=O)N1c1cc(Cl)ccc1O | -7 | 0.0 | 0.2 | 5
Cc1sc(NC(=O)c2cc([N+](=O)[O-])cc([N+](=O)[O-])c2)c(C(N)=O)c1C | 6 | 0.1 | 1.9 | 6
Cn1cccc1C(CNC(=O)Cc1ccc(F)cc1)N1CCCCCC1 (stereo not drawn) | 3 | 0.2 | 0.8 | 11
O=C(CC1C(=O)NCCN1Cc1ccc(F)cc1)NCCN1CCCCC1=O (stereo not drawn) | -1 | 0.1 | 0.4 | -11

Another view of 4 compounds above.
SMILES: CCCC(=O)Nc1ccc(NC(=O)COc2ccccc2)cc1
- TEAD-YAP block: -13
- FBW7 act: 0.0
- GPR151 activ: 0.1
- MITF primary: -18

SMILES: Cc1ccc([N+](=O)[O-])cc1Nc1ncccc1C(=O)O
- TEAD-YAP block: 4
- FBW7 act: 0.2
- GPR151 activ: 0.2
- MITF primary: 5

SMILES: O=C1c2ccc([N+](=O)[O-])cc2C(=O)N1c1cc(Cl)ccc1O
- TEAD-YAP block: -7
- FBW7 act: 0.0
- GPR151 activ: 0.2
- MITF primary: 5

SMILES: Cc1sc(NC(=O)c2cc([N+](=O)[O-])cc([N+](=O)[O-])c2)c(C(N)=O)c1C
- TEAD-YAP block: 6
- FBW7 act: 0.1
- GPR151 activ: 1.9
- MITF primary: 6

Following part:
SMILES | TEAD-YAP block | FBW7 act | GPR151 activ | MITF primary
CC(C)C[C@H]1C(=O)N2CCN(Cc3ccccc3F)C[C@@H]2C(=O)N1C | -2 | -0.1 | 2.0 | 17
COC(=O)c1cnn2c1NCN(Cc1ccc(F)cc1)C2 | -2 | -0.2 | -0.9 | -2
O=C(Nc1ccncc1)c1cc([N+](=O)[O-])cc([N+](=O)[O-])c1 | 22 | 0.0 | -0.3 | -5
Cn1c(C2=C(O)CN(Cc3ccccc3)C2=N)nc2ccccc21 | -29 | 0.1 | -0.5 | 6
Cc1cccc(C(=O)Nc2nc(-c3ccc(Cl)c(Cl)c3)cs2)c1 | 0 | 0.2 | 2.3 | -5
COc1cc(C2NC(=O)NC(C)=C2C(C)=O)cc(Br)c1OCc1ccccc1 (stereo not drawn) | -8 | 0.1 | 5.7* | 19
O=C(NCc1ccco1)C(=O)N/N=C/c1ccccc1C(F)(F)F | -7 | 0.0 | -0.5 | 4
CC1CC(N(C(=O)C(C)C)c2ccccc2)c2ccccc2N1 (stereo not drawn) | -1 | -0.2 | -0.6 | -3
Cc1cc(C)cc(NC(=O)CCN2CCN(C)CC2)c1 | 7 | 0.0 | 0.5 | -7
Cc1ccc(S(=O)(=O)c2c(N)n(CCO)c3nc4ccccc4nc23)cc1 | 2 | 0.2 | 0.4 | -6
O=C(NCCCN1CCCC1=O)c1ccnc(Nc2ccc(-n3ccnc3)cc2)c1 | 9 | 0.8 | -2.0 | 15
Cc1ccc(-c2noc(CNc3cccc(Cl)c3)n2)cc1 | -11 | 0.1 | 0.9 | -1
CCOC(=O)COc1ccc(S(=O)(=O)Nc2cccc(OC)c2)cc1 | 7 | 0.6 | 1.2 | 5
O=C1NC(c2ccc(Br)cc2)C(C(=O)c2cccs2)C(O)(C(F)(F)F)N1 (stereo not drawn) | 3 | 0.0 | 0.1 | -10
CCN(CC)c1nc(Nc2ccc(C)cc2C)c2cnn(C)c2n1 | -1 | -0.2 | 2.0 | 0
C=CCn1cc(C(=O)O)c(=O)c2cc(S(=O)(=O)N3CCCCCC3)ccc21 | -1 | 0.1 | -0.8 | 5
CCN1C(=O)S/C(=C/c2cc(C)n(-c3ccccc3C(=O)OC)c2C)C1=O | 0 | -0.3 | 0.4 | -15
